High-throughput results as filed in PubChem.
Mac1 fbg inh: CD11b/CD18-fibrinogen binding inhibition; P05107+P11215; K562 CD11b/CD18 adhesion to fibrinogen, ATPlite luminescence; Mn2+ added to activate the integrin; inhibition, % at 10 µM; 93,000 tested, 0.54% active; AID 1497;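 active means primary inhibition of 50% or more at 10 µM, then 40% or more on retest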; further: some results filed as inactive read as strong as hits
Mac1 fbg enh: increases human CD11b/CD18 adhesion to fibrinogen; P05107+P11215; K562 CD11b/CD18 adhesion to fibrinogen, ATPlite luminescence; activation, % at 10 µM; 93,000 tested, 0.07% active;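 active means 10 µM primary screen giving 50% or more activity, confirmed by 40% or more on retest at that dose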; further: strong numbers were not always called active; reference of the scale not given here
sEH act: increases human soluble epoxide hydrolase activity; purified human sEH enzymatic activity, activator screen; AID 717; activation, % at 2 µM; 91,000 tested, 0.04% active; P34913; in the data active means activation above about 37%; further: values of inactives mirror those of a sister screen read the other way
Target sequence (P34913 whole entry, looked up): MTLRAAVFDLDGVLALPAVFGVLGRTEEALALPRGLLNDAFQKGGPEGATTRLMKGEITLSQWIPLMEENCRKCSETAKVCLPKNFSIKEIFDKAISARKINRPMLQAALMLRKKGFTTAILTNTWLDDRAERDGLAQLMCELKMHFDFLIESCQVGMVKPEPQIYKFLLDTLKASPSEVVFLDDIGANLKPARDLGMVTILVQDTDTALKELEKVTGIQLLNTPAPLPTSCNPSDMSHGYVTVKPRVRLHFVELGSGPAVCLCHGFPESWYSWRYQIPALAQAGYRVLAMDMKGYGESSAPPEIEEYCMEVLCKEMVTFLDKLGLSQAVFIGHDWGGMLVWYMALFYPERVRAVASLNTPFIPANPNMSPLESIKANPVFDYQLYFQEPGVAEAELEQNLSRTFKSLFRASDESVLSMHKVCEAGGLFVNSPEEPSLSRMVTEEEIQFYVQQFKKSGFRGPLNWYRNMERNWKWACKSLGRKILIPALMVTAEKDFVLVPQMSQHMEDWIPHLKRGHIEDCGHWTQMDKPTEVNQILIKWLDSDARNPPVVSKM
Smad3 FoxH1 inh: blocks human Smad3 binding to FoxH1 peptide. P84022. TR-FRET Smad3/Dy647-FoxH1 peptide binding, europium anti-His. inhibition, % at 25 µM. 88,000 tested, 0.29% active;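 active means compounds that reduce the energy-transfer binding signal between the protein and its labelled peptide by more than half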;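 further: 0% = Smad3 plus labelled peptide maximal FRET and 100% = peptide-only background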
Calb biofilm kill: kills Candida albicans biofilms | C. albicans biofilm + clotrimazole, Alamar Blue | inhibition, % at 6 µM | 85,000 tested, 0.14% active | AID 834;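 active means inhibition above 20%; inactive means inhibition below 20%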;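 further: preformed 24 hr biofilms exposed to compound for 48 hr; 0% = biofilm without compound and 100% = blank killed by clotrimazole plus chlorhexidine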
ERb coact inh: ER-beta (human) coactivator binding inhibition; TR-FRET ER-beta LBD / SRC1-Cy5 peptide binding; receptor agonist-loaded with 1 µM estradiol; inhibition, % at 25.6 µM; 86,000 tested, 1.3% active; AID 633;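 active means compounds whose percent inhibition of the receptor-coactivator binding signal exceeds about 50% in the single-dose screen, limit read from the data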;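 further: 0% = receptor plus peptide wells without compound and 100% = peptide-only wells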
Target sequence (Q92731 whole entry, looked up, the tested form may be a part): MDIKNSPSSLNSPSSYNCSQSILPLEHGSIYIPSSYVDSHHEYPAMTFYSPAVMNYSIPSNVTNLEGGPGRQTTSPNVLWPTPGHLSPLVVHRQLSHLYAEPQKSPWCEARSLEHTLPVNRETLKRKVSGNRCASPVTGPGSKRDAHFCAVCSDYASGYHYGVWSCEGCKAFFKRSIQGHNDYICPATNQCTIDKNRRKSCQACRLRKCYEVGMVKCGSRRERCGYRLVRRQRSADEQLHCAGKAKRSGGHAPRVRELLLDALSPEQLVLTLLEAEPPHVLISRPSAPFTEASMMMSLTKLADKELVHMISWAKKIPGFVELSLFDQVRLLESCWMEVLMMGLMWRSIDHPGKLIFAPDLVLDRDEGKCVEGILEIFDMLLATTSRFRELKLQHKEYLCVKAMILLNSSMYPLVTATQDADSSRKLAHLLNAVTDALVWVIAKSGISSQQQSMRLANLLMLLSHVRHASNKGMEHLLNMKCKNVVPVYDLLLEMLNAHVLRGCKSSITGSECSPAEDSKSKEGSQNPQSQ
MT1-MMP txn act: activates MT1-MMP transcription; 86,000 tested, 0.16% active; HT1080 MT1-MMP promoter luciferase reporter, luminescence, overnight; hits give high values; AID 750; activation factor at 10 µM;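 active means activation factor of at least 2 for MT1-MMP transcription at 10 µM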
sEH inh: soluble epoxide hydrolase (human) inhibition; recombinant human sEH enzymatic activity assay; inhibition, % at 2 µM; 91,000 tested, 0.34% active; AID 707; in the data active means inhibition above about 80%; further: values of inactives mirror those of a sister screen read the other way; many of its hits are not listed in these tables
ERa SRC1 pot: ER-alpha (human) coactivator binding potentiation; P03372; TR-FRET ERalpha-LBD/SRC-Cy5 coactivator binding, 2 h; 100 = basal binding, no effect; 86,000 tested, 1.3% active; coactivator binding (% of control), % at 25.6 µM; in the data active means activity above about 200%;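 further: binding measured in presence of low estradiol as agonist stimulus; 0% = peptide alone without receptor and 100% = receptor with peptide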
The depositor's hits bear a star; . = no result given; [ ] = another dose, or the depositor's remark. An excerpt, so the mix of outcomes need not match the whole.

SMILES	Mac1 fbg inh	Mac1 fbg enh	sEH act	Smad3 FoxH1 inh	Calb biofilm kill	ERb coact inh	MT1-MMP txn act	sEH inh	ERa SRC1 pot
Cc1nc2ccccc2c2nc3ccccc3n12	-8	5	-9	2	1	-10	.	8	111
C/C(=N\NS(C)(=O)=O)c1ccc(C)cc1	2	-5	9	9	0	16	1.1	-11	115
Cc1cccc2c(=O)n3c(nc12)CCCCC3	3	-2	-12	9	4	-4[fluorescence artefact?]	1.2	12	119[fluorescence artefact?]
CCOC(=O)CNC(=O)CSc1ncnc2c1cnn2-c1ccc(Cl)cc1	-4	-2	-9	-43[fluorescence artefact?]	6	-8[fluorescence artefact?]	0.9	10	206*
Cc1nc2c(-c3ccccc3)c(C)nn2c(C)c1CCC(=O)N1CCOCC1	-6	-1	4	6	10	-28	1	-6	102
COc1ccc(NC(=O)NC(C(F)(F)F)C(F)(F)F)cc1	-6	0	.	5[fluorescence artefact?]	-1	0[fluorescence artefact?]	1.2	.	106
CCOC(=O)c1nc2nc(C)c(Cl)c(=O)n2[nH]1	-17	1	7	-9	-3	-10	1.3	-4	117
COCCCNC(=O)/C=C/c1cccc(Cl)c1	4	0	-24	.	.	.	.	27	.
Cc1ccc(N2C(=O)c3ccc(C(=O)NCCN4CCOCC4)cc3C2=O)cc1	1	-6	-2	1	6	-16[fluorescence artefact?]	1.3	2	103
COc1ccc(C2C(C#N)=C(N)OC3=C2C(=O)CCC3)cc1Cn1nc(C)c([N+](=O)[O-])c1C (stereo unspecified)	7	1	4	.	.	.	.	-2	.
c1ccc(-n2nnnc2SCc2cn3ccccc3n2)cc1	31	-4	-4	8[fluorescence artefact?]	5	3	1.1	4	106
COc1cccc(C(=O)O/N=C/c2ccc(Sc3ccc(C)cc3)nc2)c1	-38	-3	8	21	1	-5	1.5	-10	112
COc1ccccc1NS(=O)(=O)c1cccc(C(=O)NN)c1	-14	3	-94	-2	4	-4[fluorescence artefact?]	1.2	94*	111
CC1CC(C)(C)Nc2ccc(OC(=O)c3ccco3)cc21 (stereo unspecified)	.	.	-17	-3	0	-9	.	16	108[fluorescence artefact?]
O=C(Nc1ccccc1C(F)(F)F)c1ccc(F)c(S(=O)(=O)N2CCOCC2)c1	-10	-1	2	7	.	-5	1.1	-3	100
Cc1ccnc(NS(=O)(=O)c2ccc(N=CC3=C(O)CC(C)(C)CC3=O)cc2)n1	25	0	4	-3	-6	-14	1	2	105
CC(OC(=O)c1nsc(Cl)c1Cl)C(=O)NCc1cccs1 (stereo unspecified)	-3	-3	-4	-14	2	-2[fluorescence artefact?]	1.1	4	103
Cc1cc(=O)oc2cc(OCC(O)CN3CCc4ccccc4C3)ccc12 (stereo unspecified)	-7	0	4	1	3	-3	1	-2	114[fluorescence artefact?]
CCOc1cc(C(=O)O)cc(Cl)c1OCC#N	1	-1	-5	0	8	7	1.2	5	84
CC(=NCCc1ccccc1)C1=C(O)CCC1=O	2	-2	9	8	7	-8	1.1	-15	91
CC(C)Oc1ccc(C(=O)Nc2ccc(N(C)C)cc2)cc1	5	-7	-10	-2	9	37[fluorescence artefact?]	0.8	7	83[fluorescence artefact?]
Cc1ccc(NC(=O)CSc2nnc(Cc3cccn3C)n2-c2ccc(F)cc2)cc1	5	-4	-34	-13	3	-13	1.1	34	118
CCOC(=O)C(NCc1ccco1)(NC(=O)c1ccccc1)C(F)(F)F (stereo unspecified)	0	2	2	.	.	.	.	-1	.
O=C(N/N=C/c1ccc(O)cc1)c1ccc(NC(=O)c2ccccc2Br)cc1	-15	-2	-6	.	.	.	.	9	.
COC(=O)CN(c1c(C)cccc1C)S(C)(=O)=O	-3	-3	.	-1	3	-10	1	.	109
CN(C(=O)CSc1nc(-c2ccccc2)cn1N)C(c1ccccc1)c1ccccc1	8	-1	-14	-7	4	0	1.1	16	86
COc1ccc(-c2[nH]ncc2-c2ccc(Cl)cc2)c(O)c1	33	2	-8	8	8	-6	1.1	8	102
O=C(Cc1cc(=O)[nH]c(=O)[nH]1)NCC1CCCO1 (stereo unspecified)	4	1	2	9	11	-4	1	-3	96
CCOC(=O)CC(=O)CSc1ccc2nnc(-c3ccccc3)n2n1	-6	2	-15	5	-1	-4	1.2	16	100
CSc1nc(-c2ccco2)nn1C(=O)c1ccc(C)cc1	-16	2	.	6	12	-2	1.1	.	100
COc1ccc(CCNS(=O)(=O)c2ccc3c(c2)CCN3C(=O)C2CC2)cc1OC	.	.	.	-15	10	-5	1.1	.	107
Cc1ccc(S(=O)(=O)NC(C)C(c2cccs2)N2CCN(C)CC2)cc1 (stereo unspecified)	.	.	-7	-7	5	12	1.1	10	105
CCOC(=O)c1c(NC(=O)c2ccc(S(=O)(=O)N3CCOCC3)cc2)sc2c1CCN(C)C2	8	-5	1	-10	3	5[fluorescence artefact?]	1.1	0	129
Cn1c(NN)nc2sc3c(c2c1=O)CCC3	-3	-1	-5	-9	3	-7	.	8	94
O=C(NCCCCC(NC(=O)C1CCCCC1)C(=O)O)c1ccccc1 (stereo unspecified)	-8	-4	23	-10	-6	-9	1.1	-19	131
O=C(Nc1ccccc1)C1CCN(C(=O)c2ccccc2)CC1	-10	-3	0	7	-2	-2	1	-6	108
Cc1nn2c(=O)nc3sc4c(c3c2[nH]c1=O)CCCC4	.	.	-4	4	4	-3	1.1	9	120
Cn1c(NCC2CCCO2)nc2c1c(=O)n(Cc1ccccc1)c(=O)n2C (stereo unspecified)	-8	1	5	6	4	-17	1.2	-6	110
O=C(C1CCC1)N1CCc2cc(S(=O)(=O)NCc3ccco3)ccc21	-25	1	18	.	.	.	1.3	-15	.
CCC(C(=O)Nc1ccccc1C(=O)N1CCOCC1)N1C(=O)c2ccccc2C1=O (stereo unspecified)	-8	-2	0	11	3	-5[fluorescence artefact?]	1.1	-1	106
COc1ccc(CCN(C(=O)COc2ccccc2)c2nc(-c3ccccc3)cs2)cc1OC	0	-5	12	.	.	.	.	-11	.
Cn1nc(-c2ccc(OCC(=O)Nc3ccccc3)cc2)c2ccccc2c1=O	-6	1	-17	37[fluorescence artefact?]	8	-6	1.1	16	88
COC(=O)c1ccccc1S(=O)(=O)NC(=O)c1ccccc1	.	.	-3	1	7	-8	1.2	7	109
O=C(COC(=O)c1cccnc1)Nc1ccccc1	.	.	-11	12	-1	-19	1.1	14	104
COCCCNc1nc2c(c(=O)[nH]c(=O)n2C)n1CC(O)COc1cccc(C)c1 (stereo unspecified)	-4	-2	.	-12	2	-10	1.1	.	98
CCOC(=O)Cn1nc(C)c2ccccc2c1=O	-10	-1	20	3	8	6[fluorescence artefact?]	1.1	-20	92
CCCCNC(=O)c1onc(CSc2cccc(C)c2)c1C(=O)O	5	-4	-3	.	.	.	.	4	.
CCCc1cc(=O)n2[nH]c(-c3ccc(OC)cc3)nc2n1	-14	-3	-3	30[fluorescence artefact?]	2	-10	1.3	1	101
Cc1sc2nc(C3CC3)nc(NCCNS(C)(=O)=O)c2c1C	3	-2	0	17	8	-20[fluorescence artefact?]	1	-1	129
Cc1cc(=O)[nH]c(Nc2cccc(C(F)(F)F)c2)n1	24	0	-12	2	5	-5	1	10	103
Oc1ccc(-c2nc3cnccn3c2Nc2ccc3c(c2)OCCO3)cc1	-1	-4	5	1	5	2	1	-3	74[fluorescence artefact?]
Cc1c(C(=O)NCC2CCCO2)oc2ccc(S(=O)(=O)N3CCCCC3)cc12 (stereo unspecified)	.	.	.	-10	8	-1	1.1	.	102
CCOc1ccc(-n2c(SCc3ccc(C(=O)OC)o3)nc3c(c2=O)SCC3)cc1	-11	6	.	-4	1	-9	1.2	.	112
CNc1nnc(CSc2nc3ccccc3s2)s1	.	.	0	6	4	-25	1.5	2	111
C=CCNC(=O)NC(=O)COC(=O)CCCSc1nc2ccccc2[nH]1	7	0	0	-3	-2	1[fluorescence artefact?]	1.2	0	96
Cc1nn2c(=O)cc(COC(=O)c3ccc(S(=O)(=O)N4CCCCC4)cc3)nc2s1	-43	-2	14	-1	1	-16	.	-12	117
CC(Oc1ccc(Br)cc1)C(=O)N1CCc2ccccc21 (stereo unspecified)	.	.	1	10	10	0	1.3	2	104
CCc1nnc(NC(=O)c2ccc(-c3ccccc3Cl)o2)s1	-2	-2	-9	-6	0	22	1.2	6	153[fluorescence artefact?]
Cc1cccc(NC(=O)CC2CCC2)c1	.	.	2	-11	7	-4[fluorescence artefact?]	1.4	-7	102[fluorescence artefact?]
CC(=O)Oc1ccc2c(c1)cc(C)n2C	.	.	-3	10	0	-5	1.2	6	107
Additional compounds.
SMILES	Mac1 fbg inh	Mac1 fbg enh	sEH act	Smad3 FoxH1 inh	Calb biofilm kill	ERb coact inh	MT1-MMP txn act	sEH inh	ERa SRC1 pot
Cc1cc2cc(CNC(=O)c3cccs3)ccc2n1C	.	.	.	12	10	47	1.3	.	65
COc1ccc(/C=C/C(=O)CC(O)(c2ccccc2)C(F)(F)F)cc1 (stereo unspecified)	.	.	4	1	-4	-7	1	-1	106
Cc1ccnc2nc(C(=O)NC3=NCCS3)nn12	7	-1	.	-4	9	22	1.3	.	82
Cc1ccc(S(=O)(=O)c2nc(Nc3ccccc3N3CCOCC3)sc2Cl)cc1	.	.	5	-9	-3	-4[fluorescence artefact?]	0.9	-6	107
CC1CCN(C(=O)CSc2nnc(CSc3ncccn3)n2C)CC1	2	-2	.	3	-1	-2[fluorescence artefact?]	1	.	97
Cc1ccc(OCC(O)Cn2c(NCCc3ccccc3)nc3c2c(=O)[nH]c(=O)n3C)cc1 (stereo unspecified)	-48	3	0	-10	-2	3[fluorescence artefact?]	0.9	2	122[fluorescence artefact?]
Cc1nnc(SCCc2ccccc2)[nH]c1=O	-6	-2	5	-1	7	0[fluorescence artefact?]	1	-5	120
NC(=S)N/N=C/c1cc([N+](=O)[O-])ccc1OCCOc1ccccc1	0	-2	9	17[fluorescence artefact?]	1	13	1.1	-7	112
Cn1c(NC(=O)c2ccc3c(c2)OCO3)cc(=O)n(C)c1=O	.	.	12	5	-3	3	1.1	-12	172
O=S(=O)(Nc1nc2ccccc2nc1N1CCN(c2ccccn2)CC1)c1ccc(Cl)cc1	102*	-13	9	.	.	.	1.3	-6	.
O=C(NCc1ccccc1F)c1cccs1	-7	3	7	-17	-3	18[fluorescence artefact?]	1.3	-3	88[fluorescence artefact?]
Cc1cc(C)cc(OCC(=O)NCCN2CCOCC2)c1	11	-1	2	2	4	85*[fluorescence artefact?]	1.2	1	112
COc1ccc(C2CCCN2C(=O)c2cccs2)cc1 (stereo unspecified)	-8	-1	11	-1	1	-2[fluorescence artefact?]	1.2	-10	112[fluorescence artefact?]
COC(=O)CSc1nnc(C)c(=O)[nH]1	-34	-2	1	4	4	-5	1.2	3	109
Cc1nc2nc(C)c(CCC(=O)NCc3ccc4c(c3)OCO4)c(C)n2n1	20	5	-40	-5	-3	-8	1.3	41	110
CCN(c1cccc(C)c1)S(=O)(=O)c1ccc2[nH]c(=O)c(=O)[nH]c2c1	-13	1	-6	4	-3	6[fluorescence artefact?]	1	7	85

5 of these compounds, reformatted:
smiles,Mac1 fbg inh,Mac1 fbg enh,sEH act,Smad3 FoxH1 inh,Calb biofilm kill,ERb coact inh,MT1-MMP txn act,sEH inh,ERa SRC1 pot
Cc1ccc(OCC(O)Cn2c(NCCc3ccccc3)nc3c2c(=O)[nH]c(=O)n3C)cc1 (stereo unspecified),-48,3,0,-10,-2,3[fluorescence artefact?],0.9,2,122[fluorescence artefact?]
Cc1ccnc2nc(C(=O)NC3=NCCS3)nn12,7,-1,.,-4,9,22,1.3,.,82
O=C(NCc1ccccc1F)c1cccs1,-7,3,7,-17,-3,18[fluorescence artefact?],1.3,-3,88[fluorescence artefact?]
CC1CCN(C(=O)CSc2nnc(CSc3ncccn3)n2C)CC1,2,-2,.,3,-1,-2[fluorescence artefact?],1,.,97
NC(=S)N/N=C/c1cc([N+](=O)[O-])ccc1OCCOc1ccccc1,0,-2,9,17[fluorescence artefact?],1,13,1.1,-7,112
